# TAAR1 antag: antagonists of human TAAR1; Q96RJ0; CHO RD-HGA16 TAAR1, Fluo-8 calcium fluorescence, antagonist; inhibition, % at 3 µM; 360,000 compounds, 1.5% hits; AID 624466;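 active means inhibition above a per-plate cutoff, the mean inhibition of test compounds on that plate plus 3 SD, cut at about 49% in these data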;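 further: 0% = DMSO plus EC80 beta-PEA response and 100% = DMSO alone without agonist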
# Target sequence (Q96RJ0 whole entry, looked up): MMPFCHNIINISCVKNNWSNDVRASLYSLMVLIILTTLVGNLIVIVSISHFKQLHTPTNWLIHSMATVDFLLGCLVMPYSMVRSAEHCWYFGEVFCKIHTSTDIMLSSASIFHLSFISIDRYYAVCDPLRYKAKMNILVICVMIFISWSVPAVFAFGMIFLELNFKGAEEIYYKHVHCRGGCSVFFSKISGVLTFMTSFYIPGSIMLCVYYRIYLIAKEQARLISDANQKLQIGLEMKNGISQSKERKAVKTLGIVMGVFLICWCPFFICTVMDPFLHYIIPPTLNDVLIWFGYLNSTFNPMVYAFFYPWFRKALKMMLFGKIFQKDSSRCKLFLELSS
#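 Assay system: CHO-derived RD-HGA16 cells stably expressing human TAAR1 plus Gα16. Timing: 140 s kinetic read after compound, 140 s after agonist. Technique: kinetic Fluo-8 calcium fluorescence measurement. Measure: % inhibition of agonist calcium response.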
# M1 antag: blocks human M1 muscarinic receptor | P11229 | CHO-K1 hM1, Fluo-8 calcium fluorescence, ACh EC80 antagonist | inhibition, % at 3 µM | 360,000 compounds, 1.3% hits | AID 588852;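 active means percent inhibition above its own plate's cutoff, namely the mean of that plate's compound wells plus 3 SD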;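 further: peak over basal fluorescence ratio during 140 s after agonist addition; 0% = ACh EC80 plus DMSO and 100% = DMSO alone without agonist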
# Target sequence (P11229 whole entry, looked up): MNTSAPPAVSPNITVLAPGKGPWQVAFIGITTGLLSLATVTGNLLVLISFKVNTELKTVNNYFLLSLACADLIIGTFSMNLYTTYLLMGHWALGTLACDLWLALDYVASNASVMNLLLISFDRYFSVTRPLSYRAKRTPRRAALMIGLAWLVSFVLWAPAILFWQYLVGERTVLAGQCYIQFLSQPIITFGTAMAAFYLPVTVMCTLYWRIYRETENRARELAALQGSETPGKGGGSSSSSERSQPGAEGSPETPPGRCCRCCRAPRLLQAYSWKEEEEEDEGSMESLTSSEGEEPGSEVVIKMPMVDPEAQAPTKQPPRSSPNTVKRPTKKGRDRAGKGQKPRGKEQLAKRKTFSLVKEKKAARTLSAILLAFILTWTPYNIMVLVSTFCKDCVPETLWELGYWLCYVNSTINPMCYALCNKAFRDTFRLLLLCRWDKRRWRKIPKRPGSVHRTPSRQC
# M1 ag parental: counter-screen for M1 agonists: effect in parental CHO-K1 cells | activation, % at 3 µM | 360,000 compounds, 0.48% hits | Fluo-8 calcium fluorescence; scaled to maximal ATP response, vehicle zero; in the data active means activation above about 15%;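 further: untransfected CHO-K1 host cells lacking M1 receptor as counterscreen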
# CHO parental Ca: signal in parental CHO cells, OX1R antagonist counter-screen; parental CHO-K1, ATP-induced calcium, Fluo-8 fluorescence; AID 463079; inhibition, % at 5.6 µM; 330,000 compounds, 0.63% hits;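 active means inhibition above that plate's mean sample inhibition plus 3 SD, cut at about 26% in these data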;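 further: 0% = ATP-challenged DMSO wells and 100% = DMSO wells without ATP; some compounds past the cut are filed as inactive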
#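 test system = CHO parental line | reagent = ATP stimulus | measured by = intracellular calcium via Fluo-8 no-wash fluorescent dye | control set = ATP and no-ATP DMSO wells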
# TAAR1 agonist: human TAAR1 agonism; Q96RJ0; CHO RD-HGA16 TAAR1, Fluo-8 calcium fluorescence; vehicle wells 0%, saturating PEA agonist 100%; activation, % at 3 µM; 360,000 compounds, 0.99% hits;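 active means activation above the mean activation of all test compounds in the run plus 3 SD, cut at about 38% in these data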
#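 System: CHO RD-HGA16 cells carrying human TAAR1 plus Gα16; Incubation: 17-24 h seeding, 75 min 37 °C dye, 30 min RT; Measured by: Fluo-8 fluorescence, 5 s baseline then 140 s kinetic read; Control set: DMSO and PEA EC100; Replication: single well for each compound.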
# OXTR potentiate: potentiators of human oxytocin receptor; activation, % at 3 µM; P30559; 320,000 compounds, 0.061% hits; CHO-OTR cells, Fluo-8 calcium fluorescence, potentiator mode; 0% = oxytocin EC15, 100% = EC100;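 active means activation above that plate's cutoff, the mean activation of tested compounds plus 3 SD, cut at about 6.6% in these data, passing the limit was not always enough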;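 further: 100% uses oxytocin at 75 nM as the full agonist control; some results filed as inactive read as strong as hits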
#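 Measured by – Fluo-8 calcium dye fluorescence · Test system – human OTR in CHO cells · Dosing – one concentration, 3.0 µM compound · Controls – EC15 oxytocin alone as 0%, 75 nM oxytocin as 100% · Evaluation – normalized max/min fluorescence ratio, % activation · Timing – 6 min pre-incubation, 100 s read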
# M1 PAM parental: counter-screen for M1 PAMs: effect in parental CHO-K1 cells. ATP EC20, Fluo-8 calcium fluorescence; 0% at ATP EC20, 100% at ATP max. activation, % at 3 µM. 360,000 compounds, 0.02% hits;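 active means activation above the run cutoff, the mean activation of all test compounds plus 3 SD, cut at about 40% in these data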;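 further: peak over basal fluorescence ratio in a 140 s read after ATP addition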
# CHO-K1 Ca antag: M1 antagonist counterscreen hit in parental CHO-K1 cells; 360,000 compounds, 0.6% hits; ATP-induced calcium, Fluo-8 fluorescence; inhibition, % at 3 µM;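 active means inhibition above a per-plate cutoff, the plate's mean sample inhibition plus 3 SD, cut at about 24% in these data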;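 further: 0% = DMSO plus EC80 ATP and 100% = DMSO alone without ATP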
# CHRM1 agonist: activates human CHRM1 receptor; P11229; CHO-K1 hM1, Fluo-8 calcium fluorescence, agonist mode; 0% DMSO, 100% acetylcholine EC100; activation, % at 3 µM; 360,000 compounds, 0.33% hits; AID 588814;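 active means activation above the run's mean compound activation plus 3 SD, cut at about 16% in these data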;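 further: peak over basal fluorescence ratio within a 140 s kinetic read after compound addition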
# * hit, by the source's call; nt = no result given. The order is random; 4.2% or so of the library scored in one or more.
Compound	TAAR1 antag	M1 antag	M1 ag parental	CHO parental Ca	TAAR1 agonist	OXTR potentiate	M1 PAM parental	CHO-K1 Ca antag	CHRM1 agonist
C[C@H](CO)N1C[C@H](C)[C@@H](CN(C)C(=O)Nc2ccc3c(c2)OCO3)Oc2ccc(NS(=O)(=O)c3ccccc3)cc2C1=O	2.4	-2.9	0.3	-8.3	7.0	1.5	-9.2	2.1	-3.8
CN1CCN(CCNC(=O)Nc2ccccc2C(F)(F)F)CC1	-6.5	-9.0	0.2	-5.0	10.3	-13.3	13.4	-18.5	-1.7
Cn1c(N)c(C(=O)COC(=O)/C=C/c2ccc(OC(F)F)cc2)c(=O)n(C)c1=O	3.1	3.1	4.9	11.4	17.8	-24.4	-11.6	5.7	-5.2
CCCCN(C(=O)C(C)Oc1ccc(Cl)cc1)c1c(N)n(CCCC)c(=O)[nH]c1=O (stereo not given)	2.3	-3.3	1.6	-10.3	-0.5	-1.6	9.4	-4.2	-1.3
CCCCn1c(N)c(N(CC(C)C)C(=O)C2CCN(S(=O)(=O)c3ccc(C)c(C)c3)CC2)c(=O)[nH]c1=O	-25.6	-10.9	1.9	-12.5	1.6	-11.2	21.7	-8.3	-3.5
Cc1ccc2cccc(Oc3nnnn3-c3ccccc3)c2n1	-14.9	-10.6	0.3	-13.1	5.7	-7.0	24.7	-21.7	2.3
CCOC(=O)c1cccc(NC(=O)c2cc3sccc3n2C)c1	28.7	0.0	0.6	-31.3	4.3	-1.4	-2.4	-8.3	-9.0
CCCS(=O)(=O)NC(=O)C1(C)CCN(C(=O)c2cc3ccccc3s2)C1 (stereo not given)	nt	16.7	0.5	nt	nt	nt	3.8	-5.0	-1.4
CCOC(=O)CN1C(=O)N[C@@H](c2ccco2)C(C(=O)OC)=C1C	11.6	-0.2	0.1	-5.2	1.8	-6.4	-9.4	0.8	-2.9
O=C(O)c1ccc2c(c1)N(Cc1ccc(F)cc1)C(=O)c1ccccc1S2	10.9	0.0	4.0	-14.7	5.5	1.0	22.5	-17.6	-5.2
Cc1nn(CC(=O)NCC(C)c2ccccc2)c(=O)c2cc(-c3ccccc3)nn12 (stereo not given)	-9.6	4.7	0.2	-1.0	15.7	-2.4	5.7	17.2	-0.6
O=C(COc1cccc(NC(=O)c2ccco2)c1)c1ccccc1	34.5	-5.6	3.8	-14.3	5.3	-12.6	10.6	3.1	-2.2
CCOc1c2ccc(C(=O)NCCCCc3ccccc3)cc2nn1C	2.3	9.1	-0.2	-13.8	8.4	-4.6	-11.8	2.6	-5.6
CCN(Cc1ccccc1)C(=O)CCS(=O)(=O)c1ccc2c(c1)n(C)c(=O)c(=O)n2C	2.9	3.4	-0.6	-5.2	0.0	3.5	-10.9	-4.1	-4.3
Cc1ccc(OCCn2cnc3sc(C(N)=O)c(C)c3c2=O)cc1	-31.7	nt	nt	-17.9	5.8	-23.9	nt	nt	nt
Cc1c(C(=O)N2CCN(C)CC2)oc2ccc(S(=O)(=O)N3CCOCC3)cc12	-10.3	-13.5	0.4	-7.8	2.3	0.3	16.8	-14.2	-4.9
CC1=Nc2cc(C(=O)NCCCN3CCOCC3)ccc2Sc2c(C)ccc(C)c21	-19.1	16.6	1.2	-18.4	0.6	6.0	3.3	-22.4	-5.7
Clc1ccc(C2CC(c3ccco3)n3ncnc3N2)cc1Cl (stereo not given)	5.3	-5.4	1.5	-20.3	14.7	-1.8	21.8	-6.6	-2.9
O=C(NCc1ccc(F)cc1)c1ccc(Br)o1	4.8	10.0	-0.5	-5.5	5.1	0.1	-18.1	4.0	-2.1
CCCC(=O)N1CCC1(C)C(=O)NS(=O)(=O)c1ccccc1Cl (stereo not given)	27.8	-11.0	0.6	nt	33.3	nt	16.4	-10.6	-2.1
O=C(CNCc1ccc(F)cc1)Nc1ccccc1-c1ccccc1	5.0	8.5	1.0	-17.0	7.7	-7.7	-1.0	-0.9	-7.5
CSc1nc(N)c(C(=O)Nc2ccc([N+](=O)[O-])cc2)s1	12.8	-15.5	1.1	-4.6	4.2	-8.8	-5.6	-12.1	-3.0
NC(=O)c1c(NC(=O)c2ccccc2)sc2c1CCC2	-37.9	-4.3	-0.4	-20.0	-2.3	-12.5	18.4	-6.0	0.4
O=C(CCNS(=O)(=O)c1cccc2nsnc12)NC1CCN(Cc2ccccc2)CC1	-17.3	14.7	-0.2	-23.9	-0.2	-16.1	2.2	-1.6	-3.6
CCc1cccc(NC(=O)CCCn2c(=O)[nH]c3ccsc3c2=O)c1	-0.8	-2.0	1.3	2.8	-2.8	-5.0	10.4	-0.1	-2.0
Cc1nc(-c2ccc(S(=O)(=O)Nc3cccc(S(N)(=O)=O)c3)s2)cs1	12.4	-19.7	1.6	-12.1	-0.5	-7.1	13.9	-2.5	-1.4
O=c1oc2cccnc2n1CCS(=O)(=O)c1ccc(F)cc1	-12.5	-10.5	0.1	-2.1	3.9	-4.6	6.8	-18.0	-0.8
CCN1CCN(c2nc(Nc3ccc(NC(C)=O)cc3)nc(Nc3ccc(NC(C)=O)cc3)n2)CC1	-3.4	-5.3	0.0	-8.4	-1.4	-1.8	22.6	-10.6	-3.5
O=C(CSc1nnnn1CCCO)Nc1ccc2c(c1)OCO2	-16.6	1.0	0.1	-4.8	1.6	2.4	0.4	2.7	-3.4
CCc1nn(CCCC(=O)NCc2ccc(OC(C)C)cc2)c(=O)c2cc3occc3n12	-15.6	-11.2	1.5	-41.7	0.4	-16.1	-18.7	-0.3	-4.8
CCc1ccc(NC(=O)CC2C(=O)N(c3ccc(C)cc3)C(=O)N2CCc2ccncc2)cc1 (stereo not given)	-3.3	-1.9	0.6	-27.1	0.0	-1.2	24.2	-17.7	-11.3
O=C(Nc1c(-c2ccc(F)cc2)nc2ccccn12)c1ccc(F)cc1	8.9	-4.9	1.0	-11.2	0.2	-11.2	14.7	-5.5	-3.3
COC(=O)c1ccccc1NC(=O)N1c2ccccc2CC1C (stereo not given)	10.3	-17.2	0.1	-29.1	8.2	-5.7	15.6	4.5	-6.8
CCOc1ccc(N2CC(C(=O)NC3CCCCCC3)CC2=O)cc1 (stereo not given)	-19.4	-3.7	-0.1	-2.4	4.2	-2.5	-9.2	1.2	-2.5
O=C(CSc1nnc(-c2ccncc2)n1CC1CCCO1)Nc1cccc(O)c1 (stereo not given)	0.8	-1.5	0.6	-6.3	9.5	-5.0	18.6	-1.5	-6.4
C[C@H](NC(=O)c1ccccc1F)C(=O)N1CCC2(CC1)NCCc1[nH]cnc12	-10.6	-12.5	-0.3	-5.3	1.5	-3.2	6.6	-15.5	-8.7
Cc1cc(NC(=O)CN2C(=O)NC3(CCCCC3)C2=O)no1	-10.4	-7.7	0.7	-0.4	1.7	-5.3	8.0	-10.5	-6.0
N#Cc1ncc(C(F)(F)F)cc1Oc1cccnc1	-7.2	2.2	-0.1	-9.4	1.2	-1.2	14.2	-0.7	-4.9
COc1ccc([C@@H]2CC=C(C(=O)O)[C@H](c3ccc(Cl)cc3)N2S(=O)(=O)c2ccc(Cl)cc2)cc1	10.6	-13.9	0.1	-10.0	8.5	-10.6	-21.6	2.1	-5.3
O=C(NCCc1csc(-c2cccnc2)n1)c1cccs1	-3.6	-4.6	0.8	-6.3	1.3	-2.8	-5.0	11.9	-7.5
Cc1cc(C(=O)NCCCOC(C)C)c2ccccc2n1	20.1	-7.3	1.0	-12.6	5.5	-2.6	20.5	-5.1	-3.9
CC1(C)CC(=O)C2=C(C1)OC(N)=C(C#N)C21C(=O)N2CCCc3cccc1c32 (stereo not given)	-18.0	-0.7	0.6	-0.7	4.7	-6.2	6.2	-3.1	-2.1
Cc1occc1C(=O)NNC(=O)C1CCCCC1	-6.7	-2.0	0.4	-4.7	2.2	-1.6	14.2	-5.5	-1.9
Cn1cccc1C(=O)OCC(=O)Nc1sccc1C#N	-10.8	-12.7	0.2	-23.9	1.1	-3.0	4.0	-15.3	-1.0
CCCCNC(=O)C1CCN(C(=O)C2CCN(S(=O)(=O)c3ccc(C)cc3)CC2)CC1	-11.9	-8.2	-0.2	-8.1	0.6	-4.2	-14.2	7.3	-2.7
COc1ccc(OC)c(C(=O)COC(=O)c2ccccc2O)c1	18.1	-6.4	1.0	-4.2	9.4	-2.9	9.6	0.0	-7.1
CCCCCC(=O)N1CC2(CC(c3cccc(NC(=O)CC(c4ccccc4)c4ccccc4)c3)=NO2)C[C@@H]1C(N)=O (stereo not given in full)	45.0	20.9	-0.2	-12.0	15.5	-6.1	-17.4	-2.3	-10.2
O=S(=O)(NC(=NCc1ccccc1)c1ccccc1)c1ccc(Br)cc1	-4.8	-7.1	2.5	-14.0	1.1	2.1	17.9	-12.4	-3.8
O=c1oc2c(CN3CCOCC3)c(O)c(Cl)cc2c2c1CCC2	-0.2	3.5	0.1	nt	4.0	nt	-8.5	23.4	-3.4
COc1ccc(C=NN=C2c3ccccc3-c3ccccc32)cc1OC	-1.4	-8.8	0.4	nt	0.3	nt	25.6	-13.2	-4.3
Cn1c(SCc2ccccc2)nnc1-c1ccncc1	7.0	-3.1	-0.1	-13.2	4.5	-0.7	-4.8	-6.6	-9.9
CCCNC(=O)C1(C)CCN(C(=O)c2cc(C(C)(C)C)nn2C)C1 (stereo not given)	-8.4	-5.8	0.6	nt	0.2	nt	14.3	0.4	-0.7
COc1cc(CN2C(=O)C(C)ON=C2c2ncccc2C)cc(OC)c1 (stereo not given)	14.7	23.5	0.1	nt	-0.1	nt	-6.0	5.5	0.2
COc1cc(NS(=O)(=O)c2ccc(F)cc2)c(C(=O)O)cc1OC	8.6	-27.9	0.9	-4.6	7.3	-11.3	21.7	-17.0	-1.2

# One compound at a time (already shown). Order of values: TAAR1 antag | M1 antag | M1 ag parental | CHO parental Ca | TAAR1 agonist | OXTR potentiate | M1 PAM parental | CHO-K1 Ca antag | CHRM1 agonist
# Profile of Cn1c(SCc2ccccc2)nnc1-c1ccncc1 = 7.0 | -3.1 | -0.1 | -13.2 | 4.5 | -0.7 | -4.8 | -6.6 | -9.9
# Profile of CCCNC(=O)C1(C)CCN(C(=O)c2cc(C(C)(C)C)nn2C)C1 (stereo not given) = -8.4 | -5.8 | 0.6 | nt | 0.2 | nt | 14.3 | 0.4 | -0.7
# Profile of O=c1oc2c(CN3CCOCC3)c(O)c(Cl)cc2c2c1CCC2 = -0.2 | 3.5 | 0.1 | nt | 4.0 | nt | -8.5 | 23.4 | -3.4

# Source: PubChem BioAssay
